# USP1-UAF1 inh – USP1/UAF1 (human) deubiquitinase inhibition | O94782 | hit rate 0.23% among 390,000 | Potency, µM (highest dose often 57.1 µM), inactives show at the top dose activity change, negative = inhibition, most hits filed as inhibitors | AID 743255 | recombinant USP1/UAF1, Ub-Rhodamine cleavage fluorescence; note: potency is the fitted concentration of half-maximal effect; % is set by controls: 0 for no effect and ±100 for the full control effect; nearly all actives have a fitted effect of over 60% in size; inactives centre near -12
#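 High-throughput fluorogenic screen: 1nM USP1/UAF1 complex, Ub-Rho substrate 150nM final, 50mM HEPES pH 7.8 with 0.5mM EDTA, 0.1 mg/ml BSA, 1mM TCEP and 0.01% Tween-20.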
# TrxR1 substrate – rat thioredoxin reductase 1 substrate activity; O89049; purified TrxR1 substrate turnover, NADPH consumption readout; Potency, µM (doses to about 114 µM), inactives show top-dose activity change, negative = substrate turnover; hit rate 0.01% among 390,000; AID 588456; note: potency is the fitted concentration of half-maximal effect; % is set by controls: 0 for no effect and ±100 for the full control effect; nearly all actives have a fitted effect of over 50% in size
#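 Rat TrxR1, dispensed at 90 nM, was prereduced with 400 uM NADPH (final) for 5 min at ~22 deg C, then incubated with compound 15 min before 400 uM selenite. A first-read NADPH fluorescence drop versus no-compound background flagged substrates.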
# rTrxR1 inhibitor – inhibitors of rat thioredoxin reductase 1; O89049; recombinant rTrxR1, NADPH fluorescence consumption, selenite substrate; Potency, µM (top dose mostly 114 µM), without a hit: at the highest dose activity change, negative = inhibition, actives largely listed as inhibitors; hit rate 1% among 390,000; AID 588453; note: potency is the fitted concentration of half-maximal effect; % is set by controls: 0 for no effect and ±100 for the full control effect; nearly all actives have a fitted effect of over 65% in size
#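 Rat TrxR1 (90 nM in the dispensed reagent) was pre-reduced with 400 uM NADPH for 5 min at room temperature, then incubated with compound for 15 min. After 400 uM selenite was added, NADPH fluorescence (Ex 340/Em 450 nm) was followed for 8 min.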
# TRHR enhancer – allosterically enhances the human TRH receptor; P34981; TRHR cells, fluo-8 calcium fluorescence, EC20 TRH enhancement; enhancement, % at 2 µM; hit rate 0.66% among 360,000; AID 493056; in the data active = enhancement above about 30%; note: 0% is about no effect
# Target sequence (P34981 whole entry, looked up): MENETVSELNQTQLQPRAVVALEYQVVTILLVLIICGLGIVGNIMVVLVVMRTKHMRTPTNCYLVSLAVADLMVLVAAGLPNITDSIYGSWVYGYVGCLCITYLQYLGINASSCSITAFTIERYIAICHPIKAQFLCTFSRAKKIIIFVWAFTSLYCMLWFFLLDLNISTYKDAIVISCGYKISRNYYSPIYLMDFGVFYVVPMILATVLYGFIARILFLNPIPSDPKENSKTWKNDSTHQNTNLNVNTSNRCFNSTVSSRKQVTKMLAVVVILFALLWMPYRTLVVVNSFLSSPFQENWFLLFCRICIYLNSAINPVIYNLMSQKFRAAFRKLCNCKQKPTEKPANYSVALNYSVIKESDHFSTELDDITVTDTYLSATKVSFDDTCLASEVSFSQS
#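 TRHR-expressing cells loaded with fluo-8 calcium dye were read kinetically (ex 480/em 530) during compound addition, then stimulated with an EC20 of TRH (10 nM final). Enhancement of the Gq-mediated intracellular calcium response was scored.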
# D2 antagonist – D2 dopamine receptor (human) antagonism; hit rate 2% among 340,000; P14416; HEK293 TREx D2 cells, calcium flux, dopamine EC80; AID 485344; inhibition, % at 10 µM; in the data active = inhibition above about 30%; note: 0% is about no effect
#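 Compounds are added to dye-loaded, induced HEK293 T-REx cells coupled to calcium release via D2; after a 3 min kinetic read an EC80 dopamine stimulus is given and fluorescence is recorded for 3 more min.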
# IDH1 R132H inh – human IDH1 R132H inhibition; IDH1-R132H enzyme, NADPH consumption, diaphorase/resazurin fluorescence; Potency, µM (top dose mostly 76.6 µM), without a hit: at the top dose activity change, negative = inhibition, most hits filed as inhibitors; O75874; AID 602179; hit rate 0.093% among 390,000; note: potency is the fitted concentration of half-maximal effect; % is set by controls: 0 for no effect and ±100 for the full control effect; nearly all actives have a fitted effect of over 65% in size
#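 IDH1-R132H (0.5 ug/mL dispensed) in pH 7.5 Tris buffer was preincubated 30 min with compound, then given a substrate mix of 0.016 mM NADPH and 2 mM alpha-KG for 80 min at room temperature; remaining NADPH was read by diaphorase/resazurin fluorescence.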
# TRHR agonist – TRH receptor (human) agonism. P34981. TRHR cells, calcium flux fluo-8, FDSS agonist mode. activation, % at 2 µM. hit rate 0.18% among 360,000. AID 493084; in the data active = activation above about 30%; note: 0% is about no effect
#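 Fluo-8-loaded TRHR cells; 10 s baseline, compound added, kinetic Ca2+ fluorescence read 1/s, agonist mode.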
# D2 agonist – agonists of human D2 dopamine receptor; HEK293 T-REx D2 cells, calcium flux agonist mode; hit rate 0.53% among 340,000; activation, % at 2 µM; P14416;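 active = activation over 3 SD above normal in the single-dose calcium agonist read, cut at about 30% in these data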; note: 0% is about no effect
#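 Tetracycline-induced HEK293 T-REx cells with force-coupled D2 receptor, plated overnight at 30 C, loaded with no-wash calcium dye. After a 10 s baseline, compound was pin-added and calcium flux read kinetically for 180 s; calcium rises flagged agonists.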
# PI4K2A block – inhibitors of human PI4K2A | Q9BTU6 | activity change, negative = inhibition, % at 76.9 µM | AID 1346378 | purified PI4K2A, ADP-Glo luminescence, 1 h; stronger effect = lower value | hit rate 0.13% among 420,000; in the data active = activity change below about -50%; inconclusive = mostly about -30% to -49%;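 note: -100% = wells without enzyme as full effect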
# Target sequence (Q9BTU6 whole entry, looked up): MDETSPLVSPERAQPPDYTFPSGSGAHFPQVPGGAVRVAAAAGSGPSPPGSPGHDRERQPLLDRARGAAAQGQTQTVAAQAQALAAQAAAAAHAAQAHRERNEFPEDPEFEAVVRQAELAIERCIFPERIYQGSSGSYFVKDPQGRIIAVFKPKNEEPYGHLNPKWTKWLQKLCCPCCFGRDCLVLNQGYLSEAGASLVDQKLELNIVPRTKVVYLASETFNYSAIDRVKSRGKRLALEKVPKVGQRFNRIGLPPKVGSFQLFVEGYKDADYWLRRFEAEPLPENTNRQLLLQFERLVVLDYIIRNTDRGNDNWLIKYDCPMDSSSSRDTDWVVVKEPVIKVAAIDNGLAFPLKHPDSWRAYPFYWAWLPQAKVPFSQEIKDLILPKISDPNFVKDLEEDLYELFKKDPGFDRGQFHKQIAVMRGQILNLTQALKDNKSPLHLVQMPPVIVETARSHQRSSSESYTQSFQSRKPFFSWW
#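 Compounds are screened against recombinant PI4K2A using PI as substrate and ATP, the latter dispensed at 300 microM. Reactions run one hour at ambient temperature before ADP-Glo detection; full inhibition defined by wells lacking enzyme.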
# An asterisk follows results filed as active; ? = inconclusive; · = no result given; & = joins results of further samples; [ ] = another dose, or the depositor's remark. Unless noted, calls come from the whole dose curve; as a rule, active = well fitted inhibition curve with a large enough effect; inconclusive = small, poorly fitted or top-dose-only effect; inactive = no such curve, though single readings can be large or run the other way.
SMILES,USP1-UAF1 inh,TrxR1 substrate,rTrxR1 inhibitor,TRHR enhancer,D2 antagonist,IDH1 R132H inh,TRHR agonist,D2 agonist,PI4K2A block
COc1ccc2ccccc2c1/C=N/NC(=S)NCCN1CCOCC1,-6%,2%,6%,4,-7,-1%,-1.6,0.1,14
CCOC(=O)N1CCC(NC(=O)c2cccnc2SC)CC1,-14%,5%,6%,3,5,0%,1.1,0.3,4
CCC(=O)C1=C(c2cccc([N+](=O)[O-])c2)N(C(=O)CC)n2c(nnc2C2CCCCC2)S1,-1%,11%[57.1 µM],29%[57.1 µM],-2,·,-16%,0.1,0.9,3
CCOC(=O)CN1NC2(CCCCCCC2)NC1=S,-13%,2%[57.1 µM],-6%[57.1 µM],-3,-4,4%,0.5,0.1,-2
CC(C)NC(=O)CSc1nccc(-c2cccs2)n1,4%,-11%,-16%,-6,-8,-4%,0.4,-1.3,-4
CCOC(=O)Cn1nc(C)c(NC(=O)COc2ccc(F)cc2F)c1C,·,·,·,8,-1,·,-0.5,1.1,·
CC(C)c1nc2ccc(C(=O)NCc3ccccc3Br)cc2o1,-7%,3%[57.1 µM],15%[57.1 µM],7,·,24%,-0.4,·,1
COc1ccc(OC)cc1,-20%,-5%&1%,6%&9%,·,·,2%,·,·,7
O=C(Nc1ccc(Oc2ccccc2)nc1)C1CCCCN1Cc1ccc(O)cc1 (stereo unspecified),·,·,·,-3,8,·,-0.4,0.0,·
COC(=O)c1cc(NS(=O)(=O)c2ccc(N3CCCCC3)c([N+](=O)[O-])c2)cc(C(=O)OC)c1,-27%,?,6%,4,2,4%,-0.6,1.2,-9
Cc1ccc(-n2[nH]c(C)c(/C=N/n3c(C)nc4ccccc4c3=O)c2=O)cc1,-9%,-7%,-4%,-1,-34,0%,1.3,1.7,-12
COc1cccc(CNS(=O)(=O)c2ccc(-n3cnnn3)c(C)c2)c1,-4%,-13%,20%[57.1 µM],-4,21,5%,0.5,-1.6,0
COc1ccc(/C=C/C(=O)Nc2cccc(C(C)=O)c2)cc1,-25%,-5%,1%,5,5,22%,0.0,-0.5,1
CCOC(=O)c1[nH]c(C)c(C(=O)N2CCN(C(=O)OCC)CC2)c1CC,-2%,14%[57.1 µM],19%[57.1 µM],6,7,4%,-0.4,0.9,-10
CCOC(=O)N1CCN(C2CCCN(C(=O)c3ccccc3N(C)C)C2)CC1 (stereo unspecified),-5%,2%,?,-13,7,9%,-0.2,0.5,-6
O=[N+]([O-])c1c(Nc2ccc(O)cc2)cc(Cl)c2nonc12,?,3%[57.1 µM],?,-16,37*,-18%,-0.1,6.8,-16
O=C1N=C(N2CCc3ccccc3C2)S/C1=C\c1cccc(O)c1,-21%,-6%,-13%,2,-11,6%,-0.9,-1.8,1
Cc1nn(C)c(C)c1NC(=O)c1ccc(Cl)cc1,-12%,-3%,-7%,6,4,13%,0.9,0.1,-2
CC(OC(=O)c1ccc(F)cc1)C(=O)Nc1nc(-c2cccc([N+](=O)[O-])c2)cs1 (stereo unspecified),-13%,-4%,0%,-3,-2,-2%,-0.6,-0.6,1
CN(CC(CC(=O)Nc1nncs1)c1ccccc1)S(=O)(=O)c1ccc(Br)cc1 (stereo unspecified),-9%,3%,?,8,10,1%,-0.4,-0.9,1

# The closing five entries of the section above come first, to join the parts.
SMILES,USP1-UAF1 inh,TrxR1 substrate,rTrxR1 inhibitor,TRHR enhancer,D2 antagonist,IDH1 R132H inh,TRHR agonist,D2 agonist,PI4K2A block
O=[N+]([O-])c1c(Nc2ccc(O)cc2)cc(Cl)c2nonc12,?,3%[57.1 µM],?,-16,37*,-18%,-0.1,6.8,-16
O=C1N=C(N2CCc3ccccc3C2)S/C1=C\c1cccc(O)c1,-21%,-6%,-13%,2,-11,6%,-0.9,-1.8,1
Cc1nn(C)c(C)c1NC(=O)c1ccc(Cl)cc1,-12%,-3%,-7%,6,4,13%,0.9,0.1,-2
CC(OC(=O)c1ccc(F)cc1)C(=O)Nc1nc(-c2cccc([N+](=O)[O-])c2)cs1 (stereo unspecified),-13%,-4%,0%,-3,-2,-2%,-0.6,-0.6,1
CN(CC(CC(=O)Nc1nncs1)c1ccccc1)S(=O)(=O)c1ccc(Br)cc1 (stereo unspecified),-9%,3%,?,8,10,1%,-0.4,-0.9,1
O=C(CSc1ncn[nH]1)Nc1ccccc1Sc1ccccc1,-11%,0%,22%,24,-10,-4%,-0.8,-0.2,3
Cc1ccsc1CN(C)C(=O)CN1C(=O)NC(c2ccccc2)(c2ccccc2)C1=O,-28%,6%,16%,3,-6,-6%,0.4,0.1,-3
O=C(CSCc1ccc(Cl)cc1)NN=C1CCCC1,-10%,-3%,-9%,3,-8,8%,-0.2,0.2,8
O=C(NCCc1csc(-c2ccccc2)n1)c1cccs1,2%,3%[57.1 µM],7%[57.1 µM],-8,-1,0%,-0.5,-0.1,-5
CCOC(=O)[C@H](CCc1ccccc1)N[C@@H](C)C(=O)N1[C@H](C(=O)O)C[C@@H]2CCC[C@@H]21,-19%,6%,15%,·,·,2%,·,·,3&2
CCC(=O)Nc1cccc(NC(=O)CSc2nnnn2C)c1,0%,0%,20%,3,4,4%,0.1,0.3,-1
CCc1ccc(OCC(O)CN2CCC(CN3C(=O)c4cccc5cccc(c45)C3=O)CC2)cc1 (stereo unspecified),-12%,5%,0%,7,-11,7%,-0.7,-1.3,1
COc1ccc(CCNC(=O)N2CCOCC2)cc1,-18%,-2%,11%,4,-9,9%,-0.1,0.0,-9
Cn1c(=O)c(=O)n(C)c2cc(S(=O)(=O)CCC(=O)Nc3c(F)c(F)c(F)c(F)c3F)ccc21,-12%,3%,-8%,5,-5,-10%,0.5,0.5,-2
CCCC(C)c1nnc(NC(=O)CN2C(=O)c3ccccc3C2=O)s1 (stereo unspecified),-23%,0%,8%,-5,11,3%,0.3,-0.3,-3
Cn1ncc2c(Nc3ccc(Cl)c(Cl)c3)ncnc21,-21%,3%,7%,-5,-4,1%,2.3,-0.3,1
COc1ccc(/C=C2\SC(=S)N(CCC(=O)NC3C=CS(=O)(=O)C3)C2=O)cc1 (stereo unspecified),-23%,-2%,15%,1,-3,2%,0.0,-0.3,0
CCn1c(=O)cc(OCC(=O)N(C)c2ccccc2F)c2ccccc21,-4%,-3%[57.1 µM],-2%[57.1 µM],1,4,-5%,0.1,0.7,4
Cc1ccc(Cn2nc(C)c(NC(=O)C3(C)CC3(Br)Br)c2C)cc1 (stereo unspecified),-16%,-1%[57.1 µM],12%[57.1 µM],6,19,-5%,-0.1,0.5,1
COc1ccc(S(=O)(=O)N[C@H](C(=O)N2CC[C@@]3(O)CCCC[C@H]3C2)c2ccccc2)cc1,-16%,8%[57.1 µM],11%[57.1 µM],-1,9,2%,-0.9,-0.1,-1
CN1C(=O)C(CC(=O)O)S/C1=N\N=C\c1ccc(O)cc1O (stereo unspecified),-12%,-9%,6%,0,·,2%,0.5,·,-8
Clc1ccccc1NCSC1=NCCS1,0%,-3%[2.29 µM],-7%[2.29 µM],·,·,-9%,·,·,1
COc1ccccc1NC(=O)C(=O)N/N=C(\C)CC(=O)Nc1ccccn1,-24%,4%,8%,-8,12,4%,-0.6,-0.7,-7
O=C(O)CN1C(=O)/C(=C\c2cccc(OCc3ccccc3F)c2)SC1=S,-18%,1%[57.1 µM],1%[57.1 µM],13,3,3%,-0.1,-0.1,-3
COc1ccc(NC(=O)c2ccco2)cc1NC(=O)COc1cccc(C)c1C,-12%,7%,18%,18,·,14%,0.6,-0.2,5
Cc1oc2ccc(O)c(CN3CCOCC3)c2c1C(=O)Nc1cccc(C(F)(F)F)c1,-20%,-5%,13%,2,·,17%,-0.1,-0.8,2
CCC(C)NC(=O)Cc1c(OC)ccc2cc(Br)ccc12 (stereo unspecified),-26%,11%,27%,4,2,7%,-0.3,-1.2,-7
CC(=O)N1c2ccccc2C(C)=CC1(C)C,7%,-3%,14%,-2,·,10%,-1.0,·,-2
Cc1[nH]c2ccccc2c1/C=N/NC(=O)CNC(=O)c1cccs1,-11%,0%,2%,9,-15,0%,-0.2,0.5,15
Cc1ccc(N2C(=O)CCSC23C(=O)N(Cc2ccccc2)c2ccccc23)cc1 (stereo unspecified),?,7%,28%,7,·,?,-1.0,-0.9,-2
CC(=O)OCC1=C(C(=O)O)N2C(=O)C(NC(=O)Cn3nc(C(F)F)c(Cl)c3C)C2SC1 (stereo unspecified),-24%,7%[57.1 µM],-25%,2,-2,-1%,-0.1,0.0,0
COc1cc(/C=C2/C(=O)NN(c3cccc(C)c3)C2=O)cc([N+](=O)[O-])c1O,?,-23%,?,9,8,22%,0.1,0.2,-6
COc1cccc(C2CC(c3ccccc3OC)n3nc(N)nc3N2)c1 (stereo unspecified),-16%,6%,29%,0,-12,9%,-0.1,0.5,-2
Cc1ccc(OCc2n[nH]c(=S)n2-c2ccc(Br)cc2)cc1,-16%,-4%,-9%,3,4,-14%,1.8,-0.3,1
O=C(Nc1nnc(-c2ccco2)s1)C1CCCCC1,-21%,0%,-9%,-8,1,7%,-0.3,0.4,5
O=C(NC1(C(=O)O)CCCC1)c1ccccc1,-8%,6%,17%,·,·,-7%,·,·,-3
CCN1C(=O)/C(=C\N(C)C)S/C1=N\S(=O)(=O)c1ccccc1,-3%,-8%[57.1 µM],-18%[57.1 µM],-2,-16,-13%,-0.1,-3.6,2
c1ccc2c(c1)OCCOCCOCCO2,-17%,3%,15%,-4,6,1%,1.6,1.3,3
COc1ccc(C2=NS(=O)(=O)N(C)C(C(=O)NC3CCCCC3)=C2)cc1OC,-6%,4%[57.1 µM],1%[57.1 µM],-2,-6,-6%,-0.6,-0.4,-1
Cc1cccc(Cn2c(=O)n(Cc3ccc4c(c3)OCO4)c(=O)c3oc4ccccc4c32)c1,5%,3%,31%,-7,·,24%,0.3,0.3,-4

# From PubChem
